TNAP activators – human TNAP enzyme activators, primary screen, biochemical, luminescent, no phosphate acceptor, uHTS (AID 1001) | Alkaline phosphatase, tissue-nonspecific isozyme (Homo sapiens) | purified TNAP, luminescent activation assay, no phosphate acceptor; higher activation fold means a stronger effect | one-dose activation fold at 20 µM; EC50 in µM for titrated hits | hit rate 0.03% among 200,000; in the data active = activation fold from about 3, or a potency from the dose series; inactive = the rest, 99 in 100 with activation fold below about 1.6; note: many of its hits are not listed in these tables
LYP phosphatase – inhibitors of LYP phosphatase, biochemical, fluorescence intensity, uHTS (AID 1779); hit rate 0.054% among 290,000; recombinant LYP phosphatase, fluorescence intensity; higher % means a stronger effect; one-dose inhibition, % at 11.5 µM; IC50 in µM for titrated hits;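 note: plate controls were vehicle with enzyme for no effect and no enzyme for full effect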
human PMI inhibition – inhibitors of human PMI, primary screen, biochemical, fluorescence intensity, coupled assay (AID 1209) | purified PMI enzyme, coupled fluorescence intensity; higher % means a stronger effect | hit rate 0.42% among 190,000 | inhibition, % at 20 µM, or IC50 in µM where a hit was titrated | Mannose-6-phosphate isomerase (Homo sapiens);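 note: plate controls were DMSO vehicle for no effect and wells lacking substrate for full effect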
KOR beta-arrestin-1 – KOR antagonists, beta-arrestin recruitment, cell-based, luminescence, uHTS (AID 1778); hit rate 0.091% among 290,000; KOR beta-arrestin recruitment, luminescence, antagonist mode; higher % means a stronger effect; one-dose inhibition, % at 10 µM; IC50 in µM for titrated hits; note: strong numbers were not always called active
NOD1 NF-kB reporter – NOD1 signaling inhibitors, primary screen, cell-based, luminescence, uHTS (AID 1578). NOD1-driven NF-kB luciferase reporter cells, luminescence; higher % means a stronger effect. hit rate 1% among 290,000. inhibition, % at 4 µM; hits with a dose series show EC50 in µM; in the data active = inhibition mostly above about 36%, no sharp cut-off; inactive = mostly below about 34%;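 note: HEK-293T reporter cells stimulated with the NOD1 agonist gamma-tri-DAP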
PMI inhibition – human PMI inhibitors, high substrate, primary screen, biochemical, fluorescence intensity, high mannose 6-phosphate (AID 1220); recombinant PMI enzyme, coupled fluorescence intensity; higher % means a stronger effect; inhibition, % at 20 µM; hits with a dose series show IC50 in µM; hit rate 0.66% among 190,000
KOR beta-arrestin-2 – KOR agonists, beta-arrestin recruitment, primary screen, cell-based, luminescence, uHTS (AID 1777). KOR beta-arrestin recruitment, luminescence; higher % means a stronger effect. activation, % at 10 µM; hits with a dose series show EC50 in µM. Kappa-type opioid receptor (Homo sapiens). hit rate 0.02% among 280,000; in the data active = activation above about 50%, passing the limit was not always enough; note: a part of the inactive calls stands beside numbers as strong as those of hits
XIAP antagonists – XIAP antagonists, biochemical, IAP family, fluorescence polarization (AID 1018). XIAP BIR domain, fluorescence polarization peptide displacement; higher % means a stronger effect. one-dose displacement, % at 20 µM; IC50 in µM for titrated hits. hit rate 0.007% among 200,000. E3 ubiquitin-protein ligase XIAP (Homo sapiens); in the data active = displacement above about 50%; note: a part of the inactive calls stands beside numbers as strong as those of hits
HEK293 NOD2/NF-kB – NOD2 signaling inhibitors, cell-based, luminescence, uHTS, HEK293 (AID 1566); HEK293 NOD2/NF-kB luciferase reporter, luminescence; higher % means a stronger effect; inhibition, % at 4 µM, or EC50 in µM where a hit was titrated; hit rate 0.63% among 290,000; note: many of its hits are not listed in these tables
An asterisk follows results filed as active; [ ] = dose if it differs, or a comment. Cut-off read from the data, not from the text of the source, unless noted: active = inhibition above about 50%; inactive = the rest.

`COCCNC(=O)c1ccc2c(c1)nc(C)n2-c1cccc(F)c1` gave TNAP activators 1.2, LYP phosphatase -8.1%, human PMI inhibition -6.3%, KOR beta-arrestin-1 13.7%, NOD1 NF-kB reporter -2.9%, PMI inhibition -3.6%, KOR beta-arrestin-2 0.6%, XIAP antagonists -0.9% and HEK293 NOD2/NF-kB 2.4%.
Screening O=C(NCc1ccc2c(c1)OCO2)c1ccc(S(=O)(=O)C(F)F)cc1 returned TNAP activators 1, LYP phosphatase -1.9%, human PMI inhibition -6.3%, KOR beta-arrestin-1 -6.0%, NOD1 NF-kB reporter -21.3%, PMI inhibition -1.8%, KOR beta-arrestin-2 1.6%, XIAP antagonists 0.2% and HEK293 NOD2/NF-kB -19.7%.
Screening CCOc1ccc(C2/C(=C(\O)c3ccc(OC)c(OC)c3)C(=O)C(=O)N2c2cc(C)on2)cc1OC (configuration not stated) returned TNAP activators 1, LYP phosphatase -10.5%, human PMI inhibition -2.8%, KOR beta-arrestin-1 -0.5%, NOD1 NF-kB reporter -20.8%, PMI inhibition -9.0%, KOR beta-arrestin-2 0.6%, XIAP antagonists -4.6% and HEK293 NOD2/NF-kB -1.2%.
For CCOCCN1CCN(C(=O)CN2CCCC2=O)CC1 the results were TNAP activators 1, LYP phosphatase -6.4%, human PMI inhibition -20.6%, KOR beta-arrestin-1 -36.2%, NOD1 NF-kB reporter 1.4%, PMI inhibition -9.0%, KOR beta-arrestin-2 2.1%, XIAP antagonists -10.0% and HEK293 NOD2/NF-kB -2.6%.
CC(C)c1cc(C(N)=O)c(NC(=O)C2CCC2)s1 was read as TNAP activators 1, LYP phosphatase -3.4%, human PMI inhibition -3.4%, KOR beta-arrestin-1 -21.7%, NOD1 NF-kB reporter 13.6%, PMI inhibition -5.9%, KOR beta-arrestin-2 -2.0%, XIAP antagonists -5.5% and HEK293 NOD2/NF-kB 11.2%.
Screening c1ccc2c(c1)nc(N1CCCCC1)c1ccccc12 returned LYP phosphatase -5.0%, KOR beta-arrestin-1 15.8%, NOD1 NF-kB reporter 6.8% and HEK293 NOD2/NF-kB 5.5%.
Cc1ccc(CC(=O)N2CCC(c3nc4c(nnn4Cc4ccccc4)c(=O)[nH]3)CC2)cc1 was read as TNAP activators 1.1, LYP phosphatase -3.4%, human PMI inhibition -2.9%, KOR beta-arrestin-1 18.3%, NOD1 NF-kB reporter -29.3%, PMI inhibition -7.5%, KOR beta-arrestin-2 6.0%, XIAP antagonists -2.4% and HEK293 NOD2/NF-kB 2.2%.
For Cc1ccc(-n2ncc(Cl)c2C(=O)NC2CC2)cc1 the results were TNAP activators 1, LYP phosphatase -1.5%, human PMI inhibition -4.0%, KOR beta-arrestin-1 -9.2%, NOD1 NF-kB reporter -64.9%, PMI inhibition -6.5%, KOR beta-arrestin-2 0.5%, XIAP antagonists -4.4% and HEK293 NOD2/NF-kB -112.1%.
CCC1CCc2c(sc(NC(=O)C3c4ccccc4Oc4ccccc43)c2C(N)=O)C1 (configuration not stated) was read as TNAP activators 1.1, LYP phosphatase -1.0%, human PMI inhibition 18.3%, KOR beta-arrestin-1 13.7%, NOD1 NF-kB reporter -27.1%, PMI inhibition 0.4%, KOR beta-arrestin-2 -6.7%, XIAP antagonists 1.7% and HEK293 NOD2/NF-kB 25.9%.
For CN(NC(=O)c1ccccc1F)c1ncccc1[N+](=O)[O-] the results were LYP phosphatase -8.4%, KOR beta-arrestin-1 -43.4%, NOD1 NF-kB reporter -9.2% and HEK293 NOD2/NF-kB 18.9%.
Cc1nc(N/N=C\c2ccc3c(c2)OCO3)sc1C was read as LYP phosphatase -5.0%, KOR beta-arrestin-1 -37.4%[20 µM], NOD1 NF-kB reporter -107.0%, KOR beta-arrestin-2 -1.4% and HEK293 NOD2/NF-kB -93.7%.
Screening CN(Cc1ccccc1)C(=O)COc1ccccc1 returned TNAP activators 1.1, LYP phosphatase -2.8%, human PMI inhibition -1.4%, KOR beta-arrestin-1 -27.8%, NOD1 NF-kB reporter -29.4%, PMI inhibition -0.4%, KOR beta-arrestin-2 -0.6%, XIAP antagonists -3.7% and HEK293 NOD2/NF-kB -9.5%.
For CCOc1ccc(CNC(=S)N/N=C/c2ccncc2)cc1 the results were TNAP activators 1.1, LYP phosphatase -3.8%, human PMI inhibition 5.6%, KOR beta-arrestin-1 -26.0%, NOD1 NF-kB reporter -11.7%, PMI inhibition 7.9%, KOR beta-arrestin-2 -0.9%, XIAP antagonists -1.7% and HEK293 NOD2/NF-kB 9.6%.
CC(CCc1ccccc1)NC(=O)Cc1ccccc1 (configuration not stated) was read as TNAP activators 1.2, LYP phosphatase -3.6%, human PMI inhibition -5.5%, KOR beta-arrestin-1 -5.2%, NOD1 NF-kB reporter -19.8%, PMI inhibition -2.2%, KOR beta-arrestin-2 -3.3%, XIAP antagonists -3.0% and HEK293 NOD2/NF-kB 2.3%.
`COc1cccc(N2CCN(Cc3ccsc3)CC2)c1` gave TNAP activators 1.1, LYP phosphatase -3.4%, human PMI inhibition -5.2%, KOR beta-arrestin-1 23.5%, NOD1 NF-kB reporter 2.9%, PMI inhibition -14.0%, KOR beta-arrestin-2 -1.7%, XIAP antagonists -6.2% and HEK293 NOD2/NF-kB -16.7%.
`Cc1ccc(NC(=O)c2sc3ncn(CC(=O)N4CCN(c5ccccn5)CC4)c(=O)c3c2C)cc1Cl` gave LYP phosphatase -9.4%, KOR beta-arrestin-1 -11.0%, NOD1 NF-kB reporter 30.3%, KOR beta-arrestin-2 0.2% and HEK293 NOD2/NF-kB 21.7%.
Screening CCOC(=O)c1c(C)oc2ccc(OCC(=O)C(C)(C)C)cc12 returned TNAP activators 1, LYP phosphatase 2.3%, human PMI inhibition -2.0%, KOR beta-arrestin-1 -16.4%, NOD1 NF-kB reporter -12.8%, PMI inhibition -2.6%, KOR beta-arrestin-2 7.7%, XIAP antagonists -4.4% and HEK293 NOD2/NF-kB 7.9%.
`CC(C)C1Oc2ccccc2N(CC(=O)N(Cc2ccncc2)Cc2ccco2)C1=O` (configuration not stated) gave TNAP activators 1, LYP phosphatase -7.7%, human PMI inhibition -7.5%, KOR beta-arrestin-1 22.2%, NOD1 NF-kB reporter -22.1%, PMI inhibition 1.6%, KOR beta-arrestin-2 -6.3%, XIAP antagonists 1.1% and HEK293 NOD2/NF-kB 1.0%.
Screening S=c1[nH]nc(CSCc2ccccc2Cl)n1C1CCCCC1 returned TNAP activators 1.8, LYP phosphatase -2.4%, human PMI inhibition 16.2%, KOR beta-arrestin-1 5.7%, NOD1 NF-kB reporter -23.4%, PMI inhibition 13.2%, KOR beta-arrestin-2 -4.2%, XIAP antagonists -5.6% and HEK293 NOD2/NF-kB 5.8%.
Screening CC(C)Cc1cc(C(=O)N2CCCC(C(=O)c3cc(F)ccc3F)C2)no1 (configuration not stated) returned LYP phosphatase -12.7%, KOR beta-arrestin-1 -25.7%, NOD1 NF-kB reporter -14.3%, KOR beta-arrestin-2 -7.3% and HEK293 NOD2/NF-kB 20.5%.
Cc1ccc(NC(=O)C2CCCN2S(=O)(=O)c2ccc3c(c2)n(C)c(=O)c(=O)n3C)cc1 (configuration not stated) was read as LYP phosphatase -3.0%, KOR beta-arrestin-1 -4.2%, NOD1 NF-kB reporter -13.5%, KOR beta-arrestin-2 7.0% and HEK293 NOD2/NF-kB 0.4%.
Screening COc1ccc(-c2cc(=O)oc3cc(OCC(=O)NCCN4CCOCC4)ccc23)cc1 returned LYP phosphatase -7.0%, KOR beta-arrestin-1 -24.3%, NOD1 NF-kB reporter 3.8%, KOR beta-arrestin-2 -5.6% and HEK293 NOD2/NF-kB 20.1%.
For CC(C)Oc1ccc(C(=O)Nc2c3c(nn2C(C)(C)C)CS(=O)(=O)C3)cc1 the results were LYP phosphatase -10.0%, KOR beta-arrestin-1 9.2%, NOD1 NF-kB reporter -7.0%, KOR beta-arrestin-2 -0.1% and HEK293 NOD2/NF-kB -10.4%.
Screening CC1(C)CC(N=c2cc(-c3ccccc3)oc3ccc(Cl)cc23)CC(C)(C)N1 returned TNAP activators 1, LYP phosphatase -5.6%, human PMI inhibition 14.5%, KOR beta-arrestin-1 -105.7%, NOD1 NF-kB reporter -8.5%, PMI inhibition 17.8%, KOR beta-arrestin-2 4.6%, XIAP antagonists -6.9% and HEK293 NOD2/NF-kB 10.9%.
Screening Cc1nn(C(C)C(=O)NC2CCCCCC2)c(=O)c2nn(-c3ccccc3)c(C)c12 (configuration not stated) returned LYP phosphatase -9.3%, KOR beta-arrestin-1 -14.7%, NOD1 NF-kB reporter 10.4%, KOR beta-arrestin-2 5.7% and HEK293 NOD2/NF-kB 22.1%.
For CCCOC(=O)Nc1nc2ccccc2o1 the results were TNAP activators 1.1, LYP phosphatase -8.8%, human PMI inhibition -5.1%, KOR beta-arrestin-1 7.7%, NOD1 NF-kB reporter -32.6%, PMI inhibition 0.1%, KOR beta-arrestin-2 -2.0%, XIAP antagonists 0.1% and HEK293 NOD2/NF-kB -32.3%.
O=C(NCc1cccc(F)c1)c1cccc(OC2CCN(C(=O)C3CC3)CC2)c1 was read as LYP phosphatase -7.2%, KOR beta-arrestin-1 -25.2%, NOD1 NF-kB reporter 12.5%, KOR beta-arrestin-2 -0.2% and HEK293 NOD2/NF-kB 41.8%.
For COC(=O)Cn1c(=O)c(C)nc2ccccc21 the results were TNAP activators 1, LYP phosphatase -2.7%, human PMI inhibition 4.6%, KOR beta-arrestin-1 -17.3%, NOD1 NF-kB reporter -28.1%, PMI inhibition 3.8%, KOR beta-arrestin-2 0.0%, XIAP antagonists -4.2% and HEK293 NOD2/NF-kB 14.1%.
`COc1ccc(OCc2cc(C(=O)N3CCCC3)no2)c2ccccc12` gave LYP phosphatase -4.2%, KOR beta-arrestin-1 -0.7%, NOD1 NF-kB reporter -50.1%, KOR beta-arrestin-2 -4.0% and HEK293 NOD2/NF-kB -70.7%.
For CCOc1ccc(N(CC(=O)Nc2ccccc2OC)S(C)(=O)=O)cc1 the results were LYP phosphatase -15.4%, KOR beta-arrestin-1 -37.1%[20 µM], NOD1 NF-kB reporter 5.5%, KOR beta-arrestin-2 -2.7% and HEK293 NOD2/NF-kB 16.6%.
For CCOC(=O)C1(Cc2cccc(OC)c2)CCCN(S(=O)(=O)N(C)C)C1 (configuration not stated) the results were LYP phosphatase -6.4%, KOR beta-arrestin-1 8.5%, NOD1 NF-kB reporter -36.1%, KOR beta-arrestin-2 -4.8% and HEK293 NOD2/NF-kB -10.3%.

A draw from above in order of molecular weight, lowest first:
CC(C)c1cc(C(N)=O)c(NC(=O)C2CCC2)s1 was read as TNAP activators 1, LYP phosphatase -3.4%, human PMI inhibition -3.4%, KOR beta-arrestin-1 -21.7%, NOD1 NF-kB reporter 13.6%, PMI inhibition -5.9%, KOR beta-arrestin-2 -2.0%, XIAP antagonists -5.5% and HEK293 NOD2/NF-kB 11.2%.
O=C(NCc1cccc(F)c1)c1cccc(OC2CCN(C(=O)C3CC3)CC2)c1 was read as LYP phosphatase -7.2%, KOR beta-arrestin-1 -25.2%, NOD1 NF-kB reporter 12.5%, KOR beta-arrestin-2 -0.2% and HEK293 NOD2/NF-kB 41.8%.
Cc1ccc(NC(=O)C2CCCN2S(=O)(=O)c2ccc3c(c2)n(C)c(=O)c(=O)n3C)cc1 (configuration not stated) was read as LYP phosphatase -3.0%, KOR beta-arrestin-1 -4.2%, NOD1 NF-kB reporter -13.5%, KOR beta-arrestin-2 7.0% and HEK293 NOD2/NF-kB 0.4%.

Compound activity as filed in PubChem BioAssay.

A portion of the library. The share of hits here may be higher or lower than overall.
